GPR55 antagonists: inhibition of LPI-stimulated GPR55 beta-arrestin translocation – imaging, U2OS, beta-arrestin-GFP, LPI agonist, primary screen (AID 2013); 290,000 compounds, 0.13% hits; U2OS GPR55 beta-arrestin-GFP translocation imaging, LPI antagonism; higher % means a stronger effect; one-dose inhibition, % at 10 µM; IC50 in µM for titrated hits;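 active means spots per cell inhibited over 60%, with over 100 cells counted and total cytoplasm intensity under 500,000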;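 further: U2OS cells stably carrying GPR55 and arrestin-GFP stimulated by 5 µM LPI near EC80; imaged beta-arrestin-GFP aggregate spots per cell after agonist stimulation; plate controls were LPI-stimulated DMSO wells for no effect and DMSO wells without LPI for full effect; some results filed as inactive read as strong as hits; confirmed hits need IC50 under 10 µM and bright autofluorescent wells are also inconclusive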
KOR beta-arrestin-1: kappa opioid receptor activators – cell-based, luminescence, uHTS, primary screen (AID 1777); KOR beta-arrestin recruitment, luminescence; higher % means a stronger effect; one-dose activation, % at 10 µM; EC50 in µM for titrated hits; 280,000 compounds, 0.02% hits; in the data active means activation above about 50%, passing the limit was not always enough; further: a part of the inactive calls stands beside numbers as strong as those of hits
KOR beta-arrestin-2: KOR antagonists, beta-arrestin recruitment, cell-based, luminescence, uHTS (AID 1778); KOR beta-arrestin recruitment, luminescence, antagonist mode; higher % means a stronger effect; inhibition, % at 10 µM; hits with a dose series show IC50 in µM; 290,000 compounds, 0.091% hits; in the data active means inhibition above about 50%; further: strong numbers were not always called active
GPR55 beta-arrestin: selective activators of receptor GPR55 – imaging, U2OS cells, beta-arrestin-GFP redistribution, primary screen (AID 1961); U2OS GPR55 beta-arrestin-GFP redistribution imaging; higher % means a stronger effect; activation, % at 10 µM, or EC50 in µM where a hit was titrated; 290,000 compounds, 0.048% hits;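 active means activation above 40% with more than 50 cells counted in the well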;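 further: U2OS osteosarcoma cells stably expressing GPR55 and beta-arrestin-GFP; plate controls were DMSO negative control for no effect and LPI positive control for full effect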
HIV fusion peptide: cell-free HIV fusion peptide-binding blockers – biochemical, uHTS, fluorescence dequenching, primary screen (AID 1986) | cell-free peptide binding, fluorescence dequenching, 30 min; higher % means a stronger effect | inhibition, % at 20 µM, or IC50 in µM where a hit was titrated | 290,000 compounds, 0.3% hits; in the data active means inhibition mostly above about 52%, no sharp cut-off; inactive means mostly below about 76%; further: some results filed as inactive read as strong as hits
GPR35 arrestin U2OS: inhibition of zaprinast-stimulated GPR35 beta-arrestin translocation – imaging, U2OS, beta-arrestin-GFP, zaprinast agonist, primary screen (AID 2058). U2OS GPR35 beta-arrestin-GFP translocation imaging, zaprinast antagonism; higher % means a stronger effect. inhibition, % at 10 µM, or IC50 in µM where a hit was titrated. 290,000 compounds, 0.052% hits;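 active means inhibition of at least 50% with at least 30 cells and total cytoplasm GFP at most 10,000,000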
Dengue-2 NS5 capping: flavivirus cap methylation enzyme inhibition – biochemical, confirmation dose response, primary screen (AID 588689). Dengue-2 NS5 methyltransferase capping enzyme assay, biochemical; higher % means a stronger effect. one-dose inhibition, % at 25 µM; IC50 in µM for titrated hits. 340,000 compounds, 0.3% hits; in the data active means a potency from the dose series
NOD1 inhibition: NOD1 signaling inhibitors, primary screen, cell-based, luminescence, uHTS (AID 1578); NOD1-driven NF-kB luciferase reporter cells, luminescence; higher % means a stronger effect; inhibition, % at 4 µM; hits with a dose series show EC50 in µM; 290,000 compounds, 1% hits; in the data active means inhibition mostly above about 36%, no sharp cut-off; inactive means mostly below about 34%;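 further: HEK-293T reporter cells stimulated with the NOD1 agonist gamma-tri-DAP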
West Nile antiviral: inhibition of WNV-induced cytopathic effect – cell-based, CPE readout (AID 1621); West Nile virus-infected cells, CPE inhibition; higher % means a stronger effect; one-dose CPE inhibition, % at 10 µM; IC50 in µM for titrated hits; 290,000 compounds, 0.02% hits; in the data active means a potency from the dose series; further: strong numbers were not always called active
Dengue-2 NS5 capping pilot replicate: further read-out of Dengue-2 NS5 capping, marked with its call; inhibition, %; measured here: pilot screen replicate inhibition
Active calls of the source: *; [ ] = dose if it differs, or a comment. Only part of the results is shown; rates above refer to the full screens.

CC(C)C[C@H]1C(=O)N2CCC[C@H]2[C@]2(O)O[C@](NC(=O)[C@@H]3C=C4c5cccc6[nH]c(Br)c(c56)CC4N(C)C3)(C(C)C)C(=O)N12 (some centres undefined) was read as GPR55 antagonists 13.7%, KOR beta-arrestin-1 0.0%, KOR beta-arrestin-2 6.3%, GPR55 beta-arrestin 0.2%, HIV fusion peptide 9.1%, GPR35 arrestin U2OS -12.3%, Dengue-2 NS5 capping 3.0%, NOD1 inhibition -24.0% and West Nile antiviral 0.8%.
For COc1ccc(-n2ccnc2CN2CCN(C3CCCC3)C(CCO)C2)cc1 (centres undefined) the results were GPR55 antagonists -2.2%, KOR beta-arrestin-2 9.9%[20 µM], GPR55 beta-arrestin -0.1%, HIV fusion peptide -2.5%, GPR35 arrestin U2OS 5.4%, Dengue-2 NS5 capping 3.8%, NOD1 inhibition -28.9% and West Nile antiviral 0.0%.
O=C(Nc1ccc(O)cc1)c1ccc(C(=O)c2ccccc2)o1 was read as GPR55 antagonists 22.2%, KOR beta-arrestin-1 -0.9%, KOR beta-arrestin-2 -11.1%, GPR55 beta-arrestin -0.1%, HIV fusion peptide -0.8%, GPR35 arrestin U2OS -3.8%, Dengue-2 NS5 capping 2.0%, NOD1 inhibition -31.2% and West Nile antiviral 0.1%.
Screening CCOC(=O)c1sc(/N=C/c2c(C)[nH]n(-c3ccccc3)c2=O)c(C#N)c1C returned GPR55 antagonists -5.8%, KOR beta-arrestin-1 3.6%, KOR beta-arrestin-2 22.5%, GPR55 beta-arrestin -0.1%, HIV fusion peptide -0.9%, GPR35 arrestin U2OS -0.5% and NOD1 inhibition -28.5%.
`N#CCC1c2ccccc2CCN1C(=O)Nc1ccc(Cl)cc1` (centres undefined) gave GPR55 antagonists 26.1%, KOR beta-arrestin-1 -2.2%, KOR beta-arrestin-2 32.6%, GPR55 beta-arrestin -0.3%, HIV fusion peptide 1.4%, GPR35 arrestin U2OS 8.4%, Dengue-2 NS5 capping 0.0%, NOD1 inhibition -16.0% and West Nile antiviral -0.1%.
`O=C(CN(C(=O)C1CSC(=O)C1)c1cccc(F)c1)NCc1ccc2c(c1)OCO2` (centres undefined) gave GPR55 antagonists 15.1%, KOR beta-arrestin-1 -2.9%, KOR beta-arrestin-2 1.1%, GPR55 beta-arrestin -0.2%, HIV fusion peptide -0.6%, GPR35 arrestin U2OS 9.1%, Dengue-2 NS5 capping -3.3%, NOD1 inhibition -20.4% and West Nile antiviral -0.6%.
Screening c1ccc(-c2ccc(OCCN3CCOCC3)cc2)cc1 returned GPR55 antagonists -9.3%, KOR beta-arrestin-1 -5.2%, KOR beta-arrestin-2 -41.9%[20 µM], GPR55 beta-arrestin -0.2%, HIV fusion peptide 0.2%, GPR35 arrestin U2OS -0.3%, Dengue-2 NS5 capping 0.0%, NOD1 inhibition -4.5%, West Nile antiviral -0.7% and Dengue-2 NS5 capping pilot replicate -1.5.
COc1cccc(CN2CCN(Cc3nc(-c4cccs4)oc3C)CC2CCO)c1 (centres undefined) was read as GPR55 antagonists -4.2%, KOR beta-arrestin-1 0.6%, KOR beta-arrestin-2 -25.8%, GPR55 beta-arrestin 0.4%, HIV fusion peptide 1.6%, GPR35 arrestin U2OS 0.7%, NOD1 inhibition -24.2% and West Nile antiviral -0.6%.
`Cc1cccc(NC(=O)CCCn2c(=S)[nH]c3ccccc3c2=O)c1` gave GPR55 antagonists -6.5%, KOR beta-arrestin-1 2.4%, KOR beta-arrestin-2 -28.4%, GPR55 beta-arrestin -0.3%, HIV fusion peptide 1.5%, GPR35 arrestin U2OS 1.3%, Dengue-2 NS5 capping -11.4%, NOD1 inhibition -16.8% and West Nile antiviral -0.9%.
For O=C(CSc1nc2ccccc2o1)NCCOc1ccccc1 the results were GPR55 antagonists -8.7%, KOR beta-arrestin-1 -4.4%, KOR beta-arrestin-2 7.6%, GPR55 beta-arrestin 0.0%, HIV fusion peptide 0.1%, GPR35 arrestin U2OS 8.7%, Dengue-2 NS5 capping -9.6%, NOD1 inhibition -37.9% and West Nile antiviral 0.6%.
For Cn1c(=N)n(CC(O)c2ccco2)c2ccccc21 (centres undefined) the results were GPR55 antagonists -5.3%, KOR beta-arrestin-1 -3.5%, KOR beta-arrestin-2 -22.6%, GPR55 beta-arrestin 0.2%, HIV fusion peptide 22.9%, GPR35 arrestin U2OS 5.8%, Dengue-2 NS5 capping -4.0%, NOD1 inhibition -9.3% and West Nile antiviral 0.0%.
Screening N/C(Cc1ccc(Cl)cc1)=N\OC(=O)c1ccc2ccccc2c1 returned GPR55 antagonists 6.4%, KOR beta-arrestin-1 -0.5%, KOR beta-arrestin-2 -10.5%, GPR55 beta-arrestin 0.3%, HIV fusion peptide -4.0%, GPR35 arrestin U2OS -0.9%, Dengue-2 NS5 capping -7.1%, NOD1 inhibition -12.6% and West Nile antiviral -0.1%.
O=C(CCN1C(=O)/C(=C\C=C\c2ccccc2)SC1=S)Nc1ccccc1C(=O)O was read as GPR55 antagonists -6.3%, KOR beta-arrestin-1 1.3%, KOR beta-arrestin-2 -11.5%, GPR55 beta-arrestin 0.3%, HIV fusion peptide 20.2µM*, GPR35 arrestin U2OS -1.0%, Dengue-2 NS5 capping 64.3µM*, NOD1 inhibition -30.2% and West Nile antiviral -0.5%.
Cc1ccc(CNC(=O)Cn2nnc(C(=O)Nc3cc(C)ccc3C)c2N)cc1 was read as GPR55 antagonists 10.4%, KOR beta-arrestin-1 -0.4%, KOR beta-arrestin-2 -36.9%, GPR55 beta-arrestin -0.2%, HIV fusion peptide 3.0%, GPR35 arrestin U2OS 0.2%, Dengue-2 NS5 capping 0.0%, NOD1 inhibition -38.0% and West Nile antiviral 2.5%.
Cc1cc(C)c2c(N)c(C(=O)N3CCc4ccccc4C3)sc2n1 was read as GPR55 antagonists -16.3%, KOR beta-arrestin-1 4.9%, KOR beta-arrestin-2 6.3%, GPR55 beta-arrestin 0.1%, HIV fusion peptide 0.1%, GPR35 arrestin U2OS 26.8%, Dengue-2 NS5 capping -25.7%, NOD1 inhibition -24.1% and West Nile antiviral -0.1%.
Cc1ccccc1C(=O)NC(NC(=S)Nc1ccc(S(N)(=O)=O)cc1)C(Cl)(Cl)Cl (centres undefined) was read as GPR55 antagonists 9.8%, KOR beta-arrestin-1 6.8%, KOR beta-arrestin-2 -1.4%, GPR55 beta-arrestin 0.0%, HIV fusion peptide 2.0%, GPR35 arrestin U2OS -0.7%, Dengue-2 NS5 capping -12.2%, NOD1 inhibition -9.0% and West Nile antiviral -0.2%.
For OC(COc1ccc2c(c1)OCO2)CN1CCN(c2ccccc2)CC1 (centres undefined) the results were GPR55 antagonists 1.9%, KOR beta-arrestin-1 4.9%, KOR beta-arrestin-2 -41.4%, GPR55 beta-arrestin -0.4%, HIV fusion peptide -1.4%, GPR35 arrestin U2OS 10.8%, Dengue-2 NS5 capping 0.9%, NOD1 inhibition -13.3% and West Nile antiviral -0.9%.
For Cc1occc1-c1nnc(SCC(=O)N2CCN(c3ccccc3)CC2)n1C the results were GPR55 antagonists 15.4%, KOR beta-arrestin-1 -2.7%, KOR beta-arrestin-2 -10.5%, GPR55 beta-arrestin -0.1%, HIV fusion peptide -0.4%, GPR35 arrestin U2OS 0.7%, Dengue-2 NS5 capping -12.5%, NOD1 inhibition -7.2% and West Nile antiviral -0.2%.
For Cc1ccc(C(=O)N2CCCC(c3ccccc3)=N2)cc1 the results were GPR55 antagonists 4.9%, KOR beta-arrestin-1 -5.2%, KOR beta-arrestin-2 -14.3%, GPR55 beta-arrestin -0.3%, HIV fusion peptide -0.7%, GPR35 arrestin U2OS 1.5%, Dengue-2 NS5 capping 3.7%, NOD1 inhibition -27.2% and West Nile antiviral -0.6%.
Screening Cc1ccc(NNC(=O)Nc2ccc(Cl)cc2)nn1 returned GPR55 antagonists 8.3%, KOR beta-arrestin-1 -1.8%, KOR beta-arrestin-2 26.6%, GPR55 beta-arrestin -0.3%, HIV fusion peptide -1.9%, GPR35 arrestin U2OS 12.8%, NOD1 inhibition -8.2% and West Nile antiviral 0.5%.
Screening COc1c(S(=O)(=O)N2CCN(c3ccc(F)cc3)CC2)ccc(Cl)c1Cl returned GPR55 antagonists 3.3%, KOR beta-arrestin-1 1.2%, KOR beta-arrestin-2 5.9%, GPR55 beta-arrestin -0.1%, HIV fusion peptide 4.2%, GPR35 arrestin U2OS -2.5%, Dengue-2 NS5 capping 1.3%, NOD1 inhibition 13.3% and West Nile antiviral -1.0%.
`Cn1c(SCC(=O)c2ccc3c(c2)OCO3)nnc1C1COc2ccccc2O1` (centres undefined) gave GPR55 antagonists -0.9%, KOR beta-arrestin-1 -0.4%, KOR beta-arrestin-2 17.3%, GPR55 beta-arrestin -0.3%, HIV fusion peptide 0.4%, GPR35 arrestin U2OS -5.0%, Dengue-2 NS5 capping -15.9%, NOD1 inhibition -36.1% and West Nile antiviral -0.3%.
For COc1ccc(OC)c(C(c2nnnn2CCC(C)C)N2CCN(C(=O)c3ccco3)CC2)c1 (centres undefined) the results were GPR55 antagonists 4.9%, KOR beta-arrestin-1 -6.4%, KOR beta-arrestin-2 11.6%, GPR55 beta-arrestin -0.2%, HIV fusion peptide 0.5%, GPR35 arrestin U2OS 5.5%, Dengue-2 NS5 capping -7.2%, NOD1 inhibition -7.3% and West Nile antiviral -0.3%.
Screening Cc1occc1C(=O)Nc1nnc(-c2cccs2)s1 returned GPR55 antagonists 0.3%, KOR beta-arrestin-1 -4.4%, KOR beta-arrestin-2 -7.8%[20 µM], GPR55 beta-arrestin -0.1%, HIV fusion peptide 0.3%, GPR35 arrestin U2OS -5.4%, Dengue-2 NS5 capping -1.8%, NOD1 inhibition -43.6% and West Nile antiviral -0.1%.
Screening CC1CCCN(C(=O)Cn2c3ccccc3c3nc4n(c(=O)c32)CCS4)C1 (centres undefined) returned GPR55 antagonists 3.6%, KOR beta-arrestin-1 0.3%, KOR beta-arrestin-2 -54.7%, GPR55 beta-arrestin -0.1%, HIV fusion peptide 0.2%, GPR35 arrestin U2OS -1.5%, Dengue-2 NS5 capping -2.5%, NOD1 inhibition -6.6% and West Nile antiviral -0.2%.
`Cc1ccc(OCC(O)CNCc2ccc(F)cc2)cc1` (centres undefined) gave GPR55 antagonists -8.4%, KOR beta-arrestin-1 0.8%, KOR beta-arrestin-2 1.0%, GPR55 beta-arrestin 0.0%, HIV fusion peptide -0.7%, GPR35 arrestin U2OS 10.5%, Dengue-2 NS5 capping -6.3%, NOD1 inhibition -25.1% and West Nile antiviral -0.1%.

From PubChem BioAssay
